Screening data as filed in PubChem BioAssay.
PI4K2A block: inhibitors of human PI4K2A; Q9BTU6; purified PI4K2A, ADP-Glo luminescence, 1 h; hits give low values; activity change, negative = inhibition, % at 76.9 µM; 420,000 tested, 0.13% active; in the data active means activity change below about -50%; inconclusive means mostly about -30% to -49%;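 further: -100% = wells without enzyme as full effect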
Target sequence (Q9BTU6 whole entry, looked up): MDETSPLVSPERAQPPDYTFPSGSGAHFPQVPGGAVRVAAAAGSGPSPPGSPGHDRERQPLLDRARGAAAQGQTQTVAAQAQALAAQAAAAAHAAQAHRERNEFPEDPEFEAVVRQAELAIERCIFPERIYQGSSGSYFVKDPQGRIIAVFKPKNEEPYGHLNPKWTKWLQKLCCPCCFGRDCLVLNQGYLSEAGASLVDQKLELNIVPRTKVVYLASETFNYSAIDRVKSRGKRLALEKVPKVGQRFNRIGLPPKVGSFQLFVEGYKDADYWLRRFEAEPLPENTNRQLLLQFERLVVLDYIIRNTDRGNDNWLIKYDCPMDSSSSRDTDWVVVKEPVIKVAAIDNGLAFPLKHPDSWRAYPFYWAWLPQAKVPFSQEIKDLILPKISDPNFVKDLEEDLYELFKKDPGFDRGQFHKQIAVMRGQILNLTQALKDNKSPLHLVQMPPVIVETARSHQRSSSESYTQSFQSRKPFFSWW
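In this quantitative HTS, ADP production by PI4K2A was quantified luminescently after 1 h at ambient temperature; 100 microM adenosine served as plate-quality control.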
GLS inh: inhibitors of human glutaminase (GLS) | O94925 | GLS enzymatic activity, qHTS titration | Potency, µM (series often up to 45.5 µM), without a hit: top-dose activity change, negative = inhibition, usual class: inhibitors | 410,000 tested, 0.21% active; further: potency means the concentration at half of the fitted maximal effect
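Read-out is an Amplex red fluorescence increase coupled through glutamate oxidase and HRP, measured before and after 30 min room-temperature incubation. hKGA is in 45 mM KH2PO4 (pH 8.2) with 0.02% Tween-20; glutamine added as 1mM solution.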
12-LOX inh: inhibitors of human 12S-lipoxygenase ALOX12; P18054; 580,000 tested, 1.1% active; purified 12hLO, xylenol orange hydroperoxide absorbance; Potency, µM (series often up to 108 µM), for inactives: top-dose activity change, negative = inhibition, most hits filed as inhibitors; further: potency means the concentration at half of the fitted maximal effect
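Purified human 12hLO at 150 nM in 25 mM Hepes, 0.01% Triton X-100, pH 7.0, preincubated 15 min at room temperature with compound. Reaction started with 40 uM arachidonic acid, 30 min at room temperature. Hydroperoxide measured by Fe-xylenol orange, 573/405 nm absorbance ratio.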
* marks the source's active call; other numbers are inactive results; ? = inconclusive; [ ] = another dose, or the depositor's remark. Unless noted, the call rests on the fitted dose curve; in most records, active means well fitted inhibition curve with a large enough effect; inconclusive means small, poorly fitted or top-dose-only effect, or another doubt; inactive means no such curve, though single readings can be large or run the other way. Unless noted, on the % scale 0 is the no-effect control and ±100 the full control effect. This is a subset; count on the stated rates, not on these rows.

Second line of a record – PI4K2A block	GLS inh	12-LOX inh
Nc1ncnc(N)c1NC(=O)c1ccc(OCc2ccccc2)cc1
 : -4	-2%	6%
Cc1cc(Br)cn2c(Cc3ccccc3)c(-c3ccco3)nc12
 : -8	7%	?
COc1ccc(-c2c(C(=O)c3ccccc3)[nH]c(N)c2C(=O)NC2CC2)cc1OC
 : -4	21%	?
CCCC[C@@H]1Cc2[nH][nH]c(=O)c2[C@H](c2cccc3ccccc23)O1
 : -7	3%	77%[activator]
C[C@H](CO)N1C[C@H](C)[C@H](CN(C)Cc2cccc(C(F)(F)F)c2)OCc2ccccc2-c2c(n(C)c3ccccc23)C1=O
 : 0	-3%	20%
CCN(CC)C(=O)C1=C(C)N(Cc2ccc(F)cc2)C(=O)C(CC(=O)NCC2CCCCC2)C1 (centres undefined)
 : -6	-2%	-9%
CC1(C(=O)NS(=O)(=O)c2cccc(F)c2)CCN1C(=O)c1ccccc1CCc1ccccc1 (centres undefined)
 : -4	10%	7.1µM*
COCCN1C[C@@H](CO)O[C@@H](n2cnc3c(NCc4ccc(F)cc4)ncnc32)C1
 : 0	-3%	-4%
N#Cc1ccc(S(=O)(=O)N2CCN(CN3C(=O)CC4(CCCC4)C3=O)CC2)cc1
 : 3	-2%	-20%
O=C(NCc1nnnn1-c1ccccc1)c1ccc2ccccc2c1
 : 6	1%	-7%
Cc1cc(C(=O)Nc2cccc3ccccc23)oc1C
 : -3	-3%	?
CCOC(=O)C(C(=O)c1ccccc1)C(c1ccccc1)c1nccc2ccccc12 (centres undefined)
 : 6	3%	14%
COc1ccc(-n2nnnc2C(c2ccccc2)N2CCN(C/C=C/c3ccccc3)CC2)cc1 (centres undefined)
 : 1	6%	-7%
CC1(C)OC(=O)C2=C(C[C@@H](C3CCCCC3)O[C@@H]2c2ccc(F)cc2)O1
 : -7	-21%	?
CC1(C(=O)NS(=O)(=O)c2cccc(C#N)c2)CCN1C(=O)C1(c2ccc(Cl)cc2)CC1 (centres undefined)
 : -8	22%	?
C[C@@H]1CN([C@@H](C)CO)C(=O)c2cc(NC(=O)Nc3cccc4ccccc34)ccc2O[C@@H](C)CCCCO[C@H]1CN(C)C(=O)c1ccccc1
 : 3	1%	3%
COc1ccc(-c2nnc(SCC(=O)N(C)C3CCS(=O)(=O)C3)n2CC(C)C)cc1 (centres undefined)
 : -4	9%	-7%
Cc1ccc(S(=O)(=O)N(C)C[C@@H]2OCc3cnnn3CCCC(=O)N([C@@H](C)CO)C[C@@H]2C)cc1
 : -4	-1%	-16%
CCN1C(c2ccc(F)cc2)=CS/C1=C(/C#N)c1nnc2n1-c1ccccc1SC2
 : -1	6%	?
CN(C)CCNC(=O)c1[nH]c(C(F)(F)F)nc1-c1ccccc1
 : -3	23%	1%
Cc1c(C(=O)NCc2ccccc2C(F)(F)F)sc(=O)n1Cc1ccc(Cl)c(Cl)c1
 : 1	-1%	2%
CCCCc1ccc(S(=O)(=O)NC(=O)C2(C)CCN2C(=O)c2c(C)noc2C)cc1 (centres undefined)
 : 5	5%	-18%
CCOC(=O)C1=CCN(S(=O)(=O)c2ccccc2Br)C1c1cccc(C)c1 (centres undefined)
 : -1	-6%	-2%
Cc1ccc(Cc2c(-c3cccc(Br)c3)nc3c(C)cc(Br)cn23)cc1
 : -6	-1%	0%
COc1ccc(CN2CCC2(C)C(=O)NCc2ccc3c(c2)OCO3)c2ccccc12 (centres undefined)
 : -1	1%	?
Cc1ccccc1S(=O)(=O)NC(=O)C1(C)CCN1C(=O)c1cccc(F)c1 (centres undefined)
 : 2	-5%	?
Cc1cc(C)nc(Nc2nc(C(N)Cc3ccc(C(F)(F)F)cc3)cs2)n1 (centres undefined)
 : 1	16%	-15%
COC(=O)c1ccc(CNC(=O)c2ccccc2C(=O)NCC2(CBr)OCCO2)cc1
 : -3	12%	-12%
COC(=O)c1ccc2nc(-c3ccccc3)c(Cc3cccc(F)c3)n2c1
 : 3	2%	?
CCOC(=O)[C@]12CCCC=C1N(Cc1ccco1)C(=O)[C@H](CC(=O)NCc1ccccc1)C2
 : -3	8%	1%
COc1ccccc1Cc1c(-c2ccc(OC)c(OC)c2)nc2c(Cl)cc(C(F)(F)F)cn12
 : -5	-1%	-12%
O=C(CCN1C(=O)NC2(CCCC2)C1=O)Nc1ccc(Sc2ccc(Br)cc2)cc1
 : 5	-2%	?
Cc1ccc(NC(=O)COC(=O)CN2CCSC2=O)cc1Cl
 : 5	-5%	4%
CCN(CC)S(=O)(=O)c1ccc(C(=O)NC(=S)N2CCCCC2C)cc1 (centres undefined)
 : 3	14%	-3%
Cc1ccc(-c2nc3c(Cl)cc(C(F)(F)F)cn3c2Cc2cccc(Cl)c2)cc1
 : 2	1%	?
CCc1ccc(C(O)c2ncc(-c3cccc(C)c3)[nH]2)cc1 (centres undefined)
 : 0	4%	5%
CCOC(=O)N1CCN(C(=O)C[C@@H]2C[C@@]3(C(=O)OC)CCCCC=C3N(CCC3=CCCCC3)C2=O)CC1
 : -2	-3%	122%[activator]
C[C@@H]1CN([C@@H](C)CO)C(=O)CCCn2cc(nn2)CO[C@H]1CN(C)S(=O)(=O)c1ccc2ccccc2c1
 : 2	-15%	0%
COc1ccccc1NC(=O)N(C)C[C@H]1OCc2cnnn2CCCC(=O)N([C@@H](C)CO)C[C@H]1C
 : 9	8%	-7%
CCCNC(=O)C1(C)CCCN(Cc2cc(-c3ccccc3)nn2C)C1 (centres undefined)
 : 1	-13%	-3%
Cc1cc(C(=O)N2CCCC2(C)C(=O)O)c(C)o1 (centres undefined)
 : 2	9%	-26%
CCOC(=O)C1CCCN(C(=O)/C=C/c2ccccc2)CC1 (centres undefined)
 : 0	5%	-3%
CCOC(=O)C1(C)CCCN(C(=O)c2snnc2C)C1 (centres undefined)
 : 1	-11%	?
C[C@H]1CN([C@@H](C)CO)S(=O)(=O)c2ccc(Br)cc2O[C@@H]1CN(C)S(=O)(=O)c1ccccc1F
 : -8	4%	0%
O=C(CC[C@H]1O[C@@H](n2ccc(=O)[nH]c2=O)[C@H](O)[C@@H]1O)NCc1ccc2c(c1)OCO2
 : -1	7%	0%

Laid out differently: entries from further up
PI4K2A block	GLS inh	12-LOX inh	canonical_smiles
1	16%	-15%	Cc1cc(C)nc(Nc2nc(C(N)Cc3ccc(C(F)(F)F)cc3)cs2)n1 (centres undefined)
-3	12%	-12%	COC(=O)c1ccc(CNC(=O)c2ccccc2C(=O)NCC2(CBr)OCCO2)cc1
3	2%	?	COC(=O)c1ccc2nc(-c3ccccc3)c(Cc3cccc(F)c3)n2c1

Continuation:
Second line of a record – PI4K2A block	GLS inh	12-LOX inh
O=C(Nc1cccc(C(F)(F)F)c1)Nc1ccc2nc([C@@H]3O[C@H](CO)[C@@H](O)[C@H](O)[C@H]3O)[nH]c2c1
 : 5	9%	2%
OC(c1ccccc1)c1nc(-c2cccs2)cs1 (centres undefined)
 : 0	9%	-31%
OCCC#Cc1ccc(N2C(c3ccsc3)=Cc3ccc(F)cc3C2c2c[nH]c3ccccc23)cc1 (centres undefined)
 : -1	1%	0%
NC(c1ccccc1)c1csc(NC(=O)NCC2CCCCC2)n1 (centres undefined)
 : 0	4%	-17%
CCCCC[C@@H](C)N1C[C@@H](COCc2ccccc2)Oc2cc(N3CC[C@H](O)C3)ccc2S1(=O)=O
 : 4	-2%	?
COc1ccc(C(C)=O)cc1Cn1c(C)c(C(=O)NCc2cccc(Cl)c2)sc1=O
 : 5	-8%	16%
CCOC(=O)N1C(=O)C[C@](Sc2ccc(C)cc2)(C(=O)OC)[C@H]1c1ccccc1
 : 0	-5%	?
C[C@@H]1CN([C@@H](C)CO)C(=O)c2cc(NS(=O)(=O)c3ccc(F)cc3)ccc2O[C@@H](C)CCCCO[C@H]1CN(C)C(=O)NC1CCCCC1
 : -5	5%	?
S=C(SSC(=S)N1CCOCC1)N1CCOCC1
 : 2	-9%	5µM*
CCOC(=O)CC1(C)c2nc(NC(C)=O)sc2Cc2sc(NC(C)=O)nc21
 : 1	16%	?
COc1ccc2c(c1)C(CC(C)=O)N(c1ccc(-c3cccnc3)cc1)C(c1ccsc1)=C2 (centres undefined)
 : -2	13%	4%
COc1cccc(C(O)c2nc(-c3cc4ccccc4o3)cs2)c1 (centres undefined)
 : -4	24%	-6%
CCOC(=O)[C@]12CCC=C1N(Cc1ccc3c(c1)OCO3)C(=O)[C@H](CC(=O)NCCc1ccccc1OC)C2
 : -5	2%	40µM*
CCOC(=O)[C@]12CCCC=C1N(Cc1ccco1)C(=O)[C@H](CC(=O)NCc1cccc3ccccc13)C2
 : -2	-9%	-11%
CCCC(=O)N1CCC1(C)C(=O)NS(=O)(=O)c1cccs1 (centres undefined)
 : -4	5%	-6%
CC1(C(=O)NS(=O)(=O)c2cccs2)CCN1C(=O)C1(c2ccc(Cl)cc2)CCC1 (centres undefined)
 : -4	13%	?
NS(=O)(=O)c1ccc(N2C(=O)CCCC2=O)cc1
 : -4	-1%	13%
COc1cc(C(=O)N2CCCCC2c2cc(C(=O)Nc3ccccc3Cl)no2)cc(OC)c1C (centres undefined)
 : -1	7%	2%
C[C@H]1CN([C@@H](C)CO)C(=O)c2cc(C3=CCCCC3)cnc2O[C@@H]1CN(C)C(=O)Cc1ccccc1
 : 5	1%	-27%
O=C(Cc1ccccc1)NS(=O)(=O)c1ccccc1
 : 4	-1%	-4%
CC1=CC(C)C(=O)N(C)C(C)=C1 (centres undefined)
 : -3	-1%	-18%
CC1=C(C(=O)N2CCOCC2)CC(CC(=O)NCCc2ccccn2)C(=O)N1CCC1=CCCCC1 (centres undefined)
 : -1	-7%	46%[activator]
CN(Cc1ccccc1F)c1cc2c(c3c1ccn3C)C1CCC2C1 (centres undefined)
 : -1	31%	?
O=S1(=O)CC(O)C(O)CS1 (centres undefined)
 : 1	4%	?
CCOc1ccc(CCN2C(=S)N([C@@H](CC(C)C)CN3CCCC3CN3C(=S)NC[C@@H]3Cc3ccccc3)C[C@@H]2CC(C)C)cc1 (some centres undefined)
 : -2	13%	?
CCn1c(SCC(=O)NCCc2ccc(OC)c(OC)c2)nc2c([nH]c3ccccc32)c1=O
 : 1	-2%	?
CN1CCN(C(=O)C(=O)c2cn(CC(=O)N3CCOCC3)c3ccccc23)CC1
 : 5	-4%	-2%
COc1ccc(-c2ccc(C(=O)NCCc3ccccc3)c3occc23)c(C)c1
 : -9	-2%	-2%
NC(Cc1ccc(C(F)(F)F)cc1)c1csc(Nc2ccc(C(=O)NCCCO)cn2)n1 (centres undefined)
 : -2	11%	-12%
Cc1ccc([C@@H]2CC(=O)[C@@H]3CN(S(=O)(=O)c4ccc(C)cc4)[C@H](c4ccccc4F)C[C@@H]3N2S(=O)(=O)c2ccc(C)cc2)cc1
 : 3	-9%	10%
CC1=C(C(=O)N2CCCCCC2)CC(CC(=O)NC2CCCC2)C(=O)N1Cc1ccc(F)cc1 (centres undefined)
 : 4	-34%	9%
C=CCNC(=S)N1CCC2CC1c1c(Cl)cccc12 (centres undefined)
 : 0	-2%	-7%
NS(=O)(=O)c1ccc(CCNc2ccn3nc(-c4ccc(OCCN5CCOCC5)cc4)cc3n2)cc1
 : -1	8%	1%
O=C1c2ccccc2C(c2nnnn2-c2ccc3c(c2)OCCO3)N1Cc1cccnc1 (centres undefined)
 : 2	4%	-6%
CCCCCC(=O)N1C[C@@H](n2cc(C3CC3)nn2)[C@H](O)C[C@@H]1c1ccc(Cl)cc1
 : -1	-5%	?
CC(=O)c1ccc(OCC(=O)N(C)C2CCS(=O)(=O)C2)cc1 (centres undefined)
 : 2	1%	?
CCCCCC(O)C=CC1C(O)CC(O)C1CC=CCCCC(=O)O (centres undefined)
 : 0	0%	-11%
COc1cccc(CN2CCC(C(=O)NC(c3ccc4c(c3)OCO4)c3ccccn3)CC2)c1 (centres undefined)
 : -6	6%	-2%
CCOC(=O)[C@]12CCCC=C1N(Cc1ccc3c(c1)OCO3)C(=O)[C@H](CC(=O)NCCCCc1ccccc1)C2
 : -3	4%	-12%
CC(C)=CCn1c2ccc(NC(=O)NCc3ccc(F)cc3)cc2c(=O)n1C
 : 0	3%	?

Retrieved by structure from above (five):
Second line of a record – PI4K2A block	GLS inh	12-LOX inh
C=CCNC(=S)N1CCC2CC1c1c(Cl)cccc12 (centres undefined)
 : 0	-2%	-7%
O=C1c2ccccc2C(c2nnnn2-c2ccc3c(c2)OCCO3)N1Cc1cccnc1 (centres undefined)
 : 2	4%	-6%
CC(C)=CCn1c2ccc(NC(=O)NCc3ccc(F)cc3)cc2c(=O)n1C
 : 0	3%	?
CC1=C(C(=O)N2CCCCCC2)CC(CC(=O)NC2CCCC2)C(=O)N1Cc1ccc(F)cc1 (centres undefined)
 : 4	-34%	9%
COc1cccc(CN2CCC(C(=O)NC(c3ccc4c(c3)OCO4)c3ccccn3)CC2)c1 (centres undefined)
 : -6	6%	-2%
